# FID counter – compounds displacing fluorescent DNA intercalator, primary screen, artefact control for HCV NS3 helicase inhibitor project, biochemical, FID fluorescence. DNA fluorescent intercalator displacement. inhibition, % at 7.9 µM. actives 0.17% (n = 290,000). AID 1845, 2009; in the data active = inhibition above about 37%;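 note: 0% = vehicle and 100% = reference compound; higher means more ethidium bromide displaced from hairpin DNA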
# IDE act – human IDE activators in live cells, primary screen, fluorescence polarization, HEK cells, FAbeta-B substrate. FAbeta-B cleavage; 0% vehicle, 100% cell-free pure enzyme wells. activation, % at 5.96 µM. actives 0.073% (n = 340,000). AID 493087, 2011;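 active = activation above the mean of all tested compounds plus 3 SD, set per screening campaign, cut at about 17% in these data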
# M18AAP inhibitor – PfM18AAP inhibitors, malaria aminopeptidase, primary screen, biochemical, QFRET, recombinant enzyme; H-Glu-NHMec fluorogenic cleavage; inhibition, % at 7.35 µM; actives 1.2% (n = 290,000); AID 1822, 2009;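 active = inhibition above the campaign mean inhibition over all tested compounds plus 3 SD, cut at about 28% in these data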;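 note: 0% = plate median of test compound wells and 100% = 2 mM ZnCl2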
# IDE inh – human IDE inhibitors in live cells, primary screen, fluorescence polarization, HEK cells, FAbetaB substrate; Insulin-degrading enzyme (Homo sapiens), P14735; actives 0.41% (n = 320,000); FAbetaB cleavage; inhibition, % at 5.59 µM; AID 434962, 2010;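 active = percent inhibition above the average of all tested compounds plus 3 SD, set per screening campaign, cut at about 16% in these data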;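 note: IDE supplied by intact live HEK cells; FP after avidin binding of uncleaved biotin substrate so inhibition keeps polarization high; 0% = DMSO wells and 100% = 60 µM reference IDE inhibitor Ii1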
# p-CIP stab down – p/CIP-EGFP fusion destabilizers, primary screen, fluorescence, F442A cells; 16 h; decrease of EGFP signal, % at 10 µM; actives 0.01% (n = 290,000);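 active = EGFP signal decrease of at least 30% at 10 µM or well 3 SD below plate mean, unless failing retest; inactive = the rest, including hits failing retest or dose response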; note: some compounds called inactive have numbers as strong as hits; many of its hits are not listed in these tables
# SUMO HTRF inh – inhibitors of in vitro SUMOylation cascade, primary screen, biochemical, HTRF, uHTS | HTRF SUMOylation assay, SAE1/SAE2 + UBC9 | inhibition, % at 35 µM | actives 0.36% (n = 290,000); in the data active = inhibition above about 50%, passing the limit was not always enough; note: strong numbers were not always called active
# Target sequence (P63279 whole entry, looked up): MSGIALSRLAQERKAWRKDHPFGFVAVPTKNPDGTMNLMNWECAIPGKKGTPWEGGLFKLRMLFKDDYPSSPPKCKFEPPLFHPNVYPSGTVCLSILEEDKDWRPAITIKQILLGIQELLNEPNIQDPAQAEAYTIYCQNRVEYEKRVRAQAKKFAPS
# HCV NS3 hel inh – inhibitors of HCV NS3 helicase, primary screen, biochemical, Cy5 molecular beacon fluorescence; NS3 helicase DNA unwinding; inhibition, % at 10.9 µM; actives 0.56% (n = 290,000); AID 1800, 2009;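 active = inhibition above the mean of all tested compounds plus 3 SD, set per campaign, cut at about 35% in these data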;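 note: 0% = DMSO wells and 100% = thioflavine S control wells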
#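 Control set: DMSO versus 110 µM thioflavine S; Material: NS3 helicase fragment of HCV; Measured by: Cy5 fluorescence at 0 and 60 min, beacon hairpin quenching; Read-out basis: percent inhibition from t60/t0 fluorescence ratio; Times: reaction time 60 min, 25 °C; Repeats: single replicate; Compound dosing: single dose, 10.9 µM nominal final, DMSO 0.8% final.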
# VIM-2 inhibitor – VIM-2 metallo-beta-lactamase inhibitors, primary screen, biochemical, epi-absorbance readout, Pseudomonas aeruginosa enzyme. actives 0.89% (n = 290,000). AID 1527, 2009. purified VIM-2, nitrocefin hydrolysis, epi-absorbance fluorescence. inhibition, % at 5.6 µM;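 active = inhibition above the mean of all tested compounds plus 3 SD, cutoff set per screening run, cut at about 7.5% in these data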;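 note: red hydrolysis product quenches plate fluorescence so inhibitors raise well fluorescence; 0% = enzyme with DMSO and 100% = DMSO without enzyme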
# IMP-1 inhibitor – IMP-1 metallo-beta-lactamase inhibitors, primary screen, biochemical, epi-absorbance readout, Pseudomonas aeruginosa enzyme | metallo-beta-lactamase IMP-1 (Pseudomonas aeruginosa) | inhibition, % at 5.6 µM | purified IMP-1, nitrocefin hydrolysis, epi-absorbance fluorescence | actives 0.45% (n = 290,000);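 active = inhibition above the mean plus 3 SD of all compounds in the same screening run, cut at about 4.5% in these data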;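 note: 0% = IMP-1 with DMSO and 100% = DMSO wells lacking enzyme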
#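 Material – recombinant IMP-1 enzyme, purified · Amount – IMP-1 0.2 nM before substrate addition · Medium – HEPES buffer pH 7.1 with ZnSO4 and Brij 35 · Timing – 25 °C, 15 min preincubation, 25 min reaction · Measured by – plate fluorescence quenching by hydrolysis product, ex 480/em 530 nm · Read-out – percent enzyme inhibition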
# Numbers without * were called inactive; . = not tested or not shown.
SMILES,FID counter,IDE act,M18AAP inhibitor,IDE inh,p-CIP stab down,SUMO HTRF inh,HCV NS3 hel inh,VIM-2 inhibitor,IMP-1 inhibitor
O=C(Nc1nc(-c2ccc3c(c2)OCO3)cs1)C1COc2ccccc2O1 (configuration not stated),0,6,1,-2,-7,-6,-2,0.8,-1.9
CC(=O)Nc1ccc(S(=O)(=O)NNC(=O)COc2ccc(C(C)(C)C)cc2)cc1,-14,0,-16,4,-2,4,0,-1.0,-3.9
CC(CC(=O)O)C(=O)c1ccc(Cl)c([N+](=O)[O-])c1 (configuration not stated),3,2,-10,1,-29,3,-24,-1.8,-2.3
O=C(Cn1c(=O)oc2ccccc21)N1CCN(c2ccccc2)CC1,-4,4,-6,4,16,0,1,0.9,-1.2
COc1ccccc1C(=O)NCC(C)(C)CN=C1NS(=O)(=O)c2ccccc21,-33,-2,-7,-1,-7,-1,-4,-0.5,-1.5
O=C(COC(=O)c1ccccc1)NCc1ccco1,-3,6,6,-3,-14,16,10,-2.5,-0.8
Cc1onc(-c2ccccc2Cl)c1C(=O)N1CC(C)OC(C)C1 (configuration not stated),-4,3,6,0,-20,25,4,-2.8,0.1
CCCn1c(SCc2ccc(C(=O)OC)o2)nc2ccccc2c1=O,-30,-13,1,0,-12,-1,-7,0.1,0.1
COc1cc(C(=O)NCc2ccc3c(c2)cc(C)n3C)cc(OC)c1OC,-15,-6,-5,3,-3,11,3,-4.9,-5.8
O=C(NC1CC(=O)c2sccc21)c1ccc(Cl)cc1Cl (configuration not stated),2,5,1,1,1,-4,-1,-2.9,-2.8
Cc1ccccc1NS(=O)(=O)c1cc(OCC(N)=O)c(C)cc1Cl,-9,0,6,2,-13,18,-4,-3.3,-1.5
COc1ccc(Cl)cc1NC(=O)CC(=O)Nc1cc(Cl)ccc1OC,-7,2,-3,-2,-5,15,1,-0.6,-0.6
O=C(COC(=O)C1CCCCC1)Nc1ccc([N+](=O)[O-])cc1,6,1,-4,1,4,-16,4,-1.8,-2.1
COc1cc(C(=O)Nc2ccc3c(c2)N(C(=O)CCN(C)C)c2ccccc2CC3)cc(OC)c1OC,17,10,2,2,-4,8,-44,0.0,-2.0
O=C(NCCc1ccccc1)C1CCCN(C(=O)NC2CCCCC2)C1 (configuration not stated),-23,-4,-6,0,-5,21,-1,-2.7,-4.2
COC(=O)c1ccc([C@H]2C=C(C(=O)O)O[C@@H](OCc3ccc(CO)cc3)C2)cc1,.,6,.,4,-5,25,.,.,.
O=C(Cn1c(=O)oc2ccccc21)N1CCCCC1,0,0,-3,2,-1,-6,0,0.9,1.5
COc1ccc(N2CC(C(=O)N[C@H](C(=O)NC(C)c3ccccc3)C(C)C)CC2=O)cc1 (some centres not stated),-36,2,-1,-4,-6,.,4,-1.3,0.9
Cc1cccc(NC(=O)Cn2c(=O)oc3ccccc32)c1,3,3,15,-3,2,-1,-4,-2.3,-2.4
CCO[C@@H]1OC(C(=O)NCc2ccccc2)=C[C@H](c2ccccc2)[C@H]1CCCO,-30,7,1,2,-2,12,-4,0.0,1.0
COc1ccc(-c2nc(C#N)c(NCC3CCCO3)o2)cc1 (configuration not stated),-11,-6,8,-2,-9,19,-6,-3.5,1.3
CNC(=O)N1CCC(C(=O)c2c(C)c(C)c(C)c(C)c2C)CC1,-26,4,1,0,-4,9,-11,-2.5,-2.1
C=CCCOc1ccccc1C(N)=O,-1,6,2,-2,-4,22,-5,-0.6,-0.8
Cc1cccc(NC2=NC(=S)N(CC#N)C23CCCCC3)c1,-5,2,-6,-4,5,-5,-5,-0.7,1.0
O=C(Nc1cccnc1)c1cc(-c2ccc(Cl)c(Cl)c2)on1,-16,-5,-15,-6,0,12,-8,1.2,3.6
CCOc1ccc(C(CC(=O)O)NC(=O)COc2ccc3ccccc3c2)cc1OC (configuration not stated),-32,-4,-11,2,10,12,6,1.6,-0.8
C#CCOCCOCCOCCNc1nc(N2CCN(C(=O)[C@H](CCCCN)n3cc(C(N)[C@H](C)CC)nn3)CC2)nc(N2CCN(C(=O)[C@H](CCC(=O)O)n3cc(C(N)[C@H](C)CC)nn3)CC2)n1 (some centres not stated),30,-5,-5,2,-9,15,-37,-2.4,-2.2
COc1ccc2c(C)c(Cc3ccccc3)c(=O)oc2c1OC,-6,-2,2,0,-11,32,-7,-0.5,-1.0
COc1ccc(OC)c(Nc2ncnc3sccc23)c1,-4,-1,6,6,-9,20,-3,-2.9,-3.1
COc1ccc(CN2C(=O)C(O)(CC(=O)c3c(C)n[nH]c3C)c3ccccc32)cc1OC (configuration not stated),-21,-2,7,-2,-12,13,-7,-3.1,-5.3
Cc1cc(C(=O)Nc2c(C)cccc2C)n(-c2ccccc2)n1,4,6,2,-1,2,3,6,-0.1,-3.2
COC(=O)COC(=O)c1ccc(Oc2nc(OC)nc(N(C)C)n2)cc1,-22,-4,0,-4,-6,33,-15,-0.6,-3.2
CCN(CC)C(=O)c1sc2[nH]c(=S)n(-c3ccccc3)c(=O)c2c1C,-23,-1,-57,-5,-15,8,20,-4.2,-2.1
Cc1cc(C)cc(N(C(=O)c2ccccn2)C(C(=O)NC2CCCCC2)c2ccncc2)c1 (configuration not stated),-34,5,-1,.,-8,10,1,-1.0,-0.9
Cc1ccc(NC(=O)NN2CCN(C)CC2)cc1C,-4,2,2,.,0,6,-1,-3.9,-3.4
CC(C)(C)SCCNS(=O)(=O)c1ccc(C#N)cc1,-2,-3,4,-5,-10,1,3,-3.7,-2.4
CCCCNC(=S)N(Cc1c(C)noc1C)c1ccccc1,-28,1,-9,-4,-22,1,1,-1.2,-0.5
COCCNC(=O)NC(=O)COC(=O)c1ccc2[nH]c3c(c2c1)CCCC3,-20,4,10,0,-2,0,-6,1.9,-1.6
CC1CCCN(C(=O)CSCC(=O)Nc2nc(-c3cccs3)cs2)C1 (configuration not stated),-30,0,-1,-1,-2,-4,-1,-4.9,-3.2
O=C(NCc1ccc(F)cc1)C1CCCN(S(=O)(=O)c2cccc3nsnc23)C1 (configuration not stated),-1,7,-8,1,-13,16,-5,0.8,-3.3
CS(=O)(=O)N(CC(=O)Nc1ccccc1C(=O)N1CCCC1)c1ccccc1Br,-19,2,-8,2,-8,12,2,-1.0,-2.7
CC(=O)c1ccc(NC(=O)CSc2nc(=O)cc(N)n2-c2ccccc2)cc1,-13,0,4,-1,-10,12,1,-0.9,-2.7
Cc1ccc(NC(=O)C2C3C=CC(O3)C2C(=O)O)cc1C (configuration not stated),2,5,3,8,7,0,9,-0.3,-3.0
Cc1cc(NC(=O)c2ccccc2O)nc(C)n1,1,0,2,2,8,14,4,-0.6,-2.1
NC1=NC(=O)C(Cc2ccc(Br)cc2)S1 (configuration not stated),-3,4,0,3,-5,14,0,-1.5,-3.1
O=C(NCCCN1CCN(c2ccccc2)CC1)Nc1ccccc1C(F)(F)F,10,0,-10,-3,-5,-8,0,-0.8,-2.6
CCc1cc2c(=O)c(-c3nc(C)cs3)coc2cc1OC(C)C(=O)NCCO (configuration not stated),-2,7,5,-3,-6,19,4,-0.2,-2.7
CC(=O)c1cccc(NC(=O)c2ccc(C)o2)c1,5,-2,1,-5,12,-2,-1,-0.8,-2.9
Cc1ccc(S(=O)(=O)/C(C#N)=C/c2c(N3CC(C)OC(C)C3)nc3c(C)cccn3c2=O)cc1 (configuration not stated),-20,3,4,2,-3,10,-4,0.9,-1.1
Cc1cc(NC(=O)CSc2nnnn2-c2ccc(F)cc2)no1,-9,6,-3,-12,3,3,-2,-3.3,-2.9
COCCn1c(CN2CCN(C(c3ccccc3)c3ccccc3)CC2)nc2c1c(=O)n(C)c(=O)n2C,-12,-2,3,.,2,-10,1,-3.0,-3.3
Cc1nc2ccccc2c(=O)n1NC(=O)/C=C/c1ccccc1,-3,-3,0,-1,2,-14,-7,-3.5,-2.9
O=C(NCc1ccncc1)NC12CC3CC(CC(C3)C1)C2,-1,6,-4,1,0,14,4,0.7,-1.2
Fc1ccc(CNc2cnccn2)cc1,-1,5,-3,0,-10,14,-3,-0.7,-1.7
CCOc1cc(N2CCOCC2)c(OCC)cc1NC(=O)CSc1ncccn1,-16,-1,5,1,-9,12,3,-1.8,-1.9
COc1ccc(N2CCN(C(=O)CCc3nnc4ccc(N5CCOCC5)nn34)CC2)cc1,-42,9,5,6,4,-8,1,0.3,-2.0
Cc1csc(Nc2ccccc2)[n+]1-c1ccccc1,0,4,0,-8,-7,9,-4,-2.7,-2.4
Cc1ccc(/C=C/C(=O)O)cc1S(=O)(=O)NC1CCS(=O)(=O)C1 (configuration not stated),1,3,4,3,-13,-7,6,-3.9,-4.9
Cc1ccc(Cl)cc1NC(=O)CCNC(=O)N1CC(=O)Nc2ccccc21,-11,2,-1,1,-1,12,3,-2.7,-0.5
COc1cccc(N2CC(C(=O)Nc3nnc(SCC(=O)NCc4ccco4)s3)CC2=O)c1 (configuration not stated),-41,7,21,3,-7,17,11,-3.9,-1.2

# Additional structures follow.
SMILES,FID counter,IDE act,M18AAP inhibitor,IDE inh,p-CIP stab down,SUMO HTRF inh,HCV NS3 hel inh,VIM-2 inhibitor,IMP-1 inhibitor
O=C(Cn1cnc2c(oc3ccccc32)c1=O)N1CCCC1,-1,2,2,-8,0,18,-2,-4.5,-2.8
CC(=O)NCc1ccc(-c2nc3ccccc3s2)cc1,-14,0,0,5,3,21,28,0.1,-1.6
CCCOc1cccc(-c2cc(C(=O)N/N=C/c3cccnc3)c3ccccc3n2)c1,-19,0,-3,.,-7,17,-12,-3.1,-2.5
O=C1CC(C(=O)Nc2cccc(F)c2)n2ncnc2N1 (configuration not stated),6,3,6,0,-5,-5,-8,-2.0,1.2
Cc1occc1C(=O)NCc1ccc(C(=O)O)o1,-1,2,-17,-2,6,2,1,-2.6,-2.5

# Screens deposited in PubChem by several laboratories.
